Pin1 inh = inhibitors of human Pin1 | Pin1 FP peptide displacement, HiFluor488, 10 min | Potency, µM (doses to about 115 µM), for inactives: top-dose activity, negative = inhibition, hits mostly inhibitors | hit rate 0.009% among 390,000 | AID 504891; active = well fitted inhibition curve with a large enough effect in the polarisation, with a control signal flat, not every such curve was filed as active; inconclusive = small, poorly fitted or top-dose-only effect, or effect the other way, or a change in a side signal; inactive = no such curve, though single readings can be large or run the other way; the % refers to the polarisation; note: potency is the fitted concentration of half-maximal effect; % is set by controls: 0 for no effect and ±100 for the full control effect
Target sequence (Q13526 whole entry, looked up): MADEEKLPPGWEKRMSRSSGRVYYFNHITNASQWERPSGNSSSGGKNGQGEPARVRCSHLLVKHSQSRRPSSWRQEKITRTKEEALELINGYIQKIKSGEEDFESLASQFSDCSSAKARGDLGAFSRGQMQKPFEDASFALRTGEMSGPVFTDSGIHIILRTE
ERG Ets-DNA blk = ERG Ets/DNA interaction inhibition. P11308. fluorescence polarization, His-ERG Ets domain / labelled DNA. Potency, µM (top dose mostly 76.9 µM), for the others: at the top dose FP activity, negative = inhibition, usual class: inhibitors. hit rate 0.028% among 370,000; active = well fitted inhibition curve with a large enough effect in the polarisation, with a control signal flat; inconclusive = small, poorly fitted or top-dose-only effect, or effect the other way, or a change in a side signal; inactive = no such curve, though single readings can be large or run the other way; the % refers to the polarisation;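 note: polarization taken with two DNA probes labelled with fluorescein and Texas red; potency is the fitted concentration of half-maximal effect; % of control where 0% means no effect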
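His-tagged ERG Ets domain (1 uM in the protein solution; 300mM KCl, 50mM Tris-HCl, 1mM EDTA, 1mM DTT, pH 7.5) received compound, then a probe mix of 5 nM fluorescein-DNA and 100nM Texas-615-DNA. Fluorescence polarization was read for both dyes.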
GLS inhibitor = blocks human kidney-isoform glutaminase activity; GLS enzymatic activity, qHTS titration; Potency, µM (series often up to 45.5 µM), inactives show at the highest dose activity change, negative = inhibition, usual class: inhibitors; hit rate 0.21% among 410,000; note: potency is the fitted concentration of half-maximal effect; % is set by controls: 0 for no effect and ±100 for the full control effect
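Glutamate formation by hKGA was monitored fluorometrically using coupled glutamate oxidase, HRP and Amplex Red. Substrate was added as 1 mM L-glutamine solution; incubation was 30 min at RT after an initial read.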
JMJD2A Tudor = JMJD2A Tudor domain (human) inhibition; O75164; AlphaScreen JMJD2A-Tudor / H3K4me3 peptide binding; Potency, µM (doses to about 114 µM), for the others: at the top dose activity change, negative = inhibition, actives largely listed as inhibitors; hit rate 4.4% among 390,000; AID 504339; note: potency is the fitted concentration of half-maximal effect; % is set by controls: 0 for no effect and ±100 for the full control effect; nearly all actives have a fitted effect of over 50% in size
G9a inh = blocks human histone lysine methyltransferase G9a. G9a H3K9 monomethylation, AlphaScreen, 2 h. Potency, µM (highest dose often 102 µM), for the others: at the highest dose activity, negative = inhibition, actives largely listed as inhibitors. hit rate 8.8% among 350,000. AID 504332; note: potency is the fitted concentration of half-maximal effect; % is set by controls: 0 for no effect and ±100 for the full control effect; nearly all actives have a fitted effect of over 75% in size
Target sequence (Q96KQ7 913-1193 limits assumed): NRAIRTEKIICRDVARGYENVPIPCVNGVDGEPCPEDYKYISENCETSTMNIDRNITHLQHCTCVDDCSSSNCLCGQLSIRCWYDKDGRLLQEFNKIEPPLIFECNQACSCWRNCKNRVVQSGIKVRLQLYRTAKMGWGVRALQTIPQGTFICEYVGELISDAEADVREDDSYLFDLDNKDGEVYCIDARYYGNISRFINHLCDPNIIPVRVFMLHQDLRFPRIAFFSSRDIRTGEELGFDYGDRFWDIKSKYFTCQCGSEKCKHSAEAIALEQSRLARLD
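Compounds were preincubated with 20 nM G9a for 15 min, after which biotinylated H3K9 peptide (500 nM) and SAM (20 uM) started a 2 h room-temperature reaction. Monomethylated product was quantified by antibody-based AlphaScreen chemiluminescence.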
PI4K2A block = blocks human PI4K2A kinase activity; Q9BTU6; AID 1346378; activity change, negative = inhibition, % at 76.9 µM; purified PI4K2A, ADP-Glo luminescence, 1 h; stronger effect = lower value; hit rate 0.13% among 420,000; in the data active = activity change below about -50%; inconclusive = mostly about -30% to -49%;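 note: -100% = wells without enzyme as full effect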
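ADP-Glo luminescence measured ADP generated by PI4K2A enzyme (4 ug/mL before mixing) with 1.2 mM PI substrate (pre-mix) and 300 microM ATP (pre-mix). Tris pH7.5 buffer with MgCl2, Triton X-100; 1 h reaction at ambient temperature.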
HP1b chromo inh = HP1-beta chromodomain-methylated histone interaction inhibition. Potency, µM (series often up to 114 µM), without a hit: top-dose activity change, negative = inhibition, actives largely listed as inhibitors. P83916. hit rate 0.56% among 390,000. AlphaScreen HP1-beta / biotin-H3K9me3 peptide binding. AID 540317; note: potency is the fitted concentration of half-maximal effect; nearly all actives have a fitted effect of over 70% in size; inactives centre near 23
Target sequence (P83916 whole entry, looked up): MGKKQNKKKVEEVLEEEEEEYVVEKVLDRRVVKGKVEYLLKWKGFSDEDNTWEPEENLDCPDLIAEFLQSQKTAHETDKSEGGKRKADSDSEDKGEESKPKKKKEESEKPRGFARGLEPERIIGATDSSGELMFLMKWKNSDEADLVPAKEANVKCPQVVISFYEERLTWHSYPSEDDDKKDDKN
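HP1-beta protein (50 nM final) preincubated 30 min at room temperature with biotinylated H3(1-18)K9me3 peptide (50 nM) in PBS pH 7.4, 0.01% Tween-20, then compound added for 30 min. AlphaScreen streptavidin donor/nickel chelate acceptor beads (10 ug/mL final), 30 min dark, luminescence read.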
Tb PGK inh = T. brucei PGK inhibition; PGK/GAPDH coupled, Kinase-Glo luminescence, 60 min; Potency, µM (titrated, usually from 57.5 µM), for the others: at the highest dose activity change, negative = inhibition, actives largely listed as inhibitors; hit rate 0.043% among 380,000; note: potency is the fitted concentration of half-maximal effect; % is set by controls: 0 for no effect and ±100 for the full control effect; nearly all actives have a fitted effect of over 60% in size
Target sequence (P07378 whole entry, looked up): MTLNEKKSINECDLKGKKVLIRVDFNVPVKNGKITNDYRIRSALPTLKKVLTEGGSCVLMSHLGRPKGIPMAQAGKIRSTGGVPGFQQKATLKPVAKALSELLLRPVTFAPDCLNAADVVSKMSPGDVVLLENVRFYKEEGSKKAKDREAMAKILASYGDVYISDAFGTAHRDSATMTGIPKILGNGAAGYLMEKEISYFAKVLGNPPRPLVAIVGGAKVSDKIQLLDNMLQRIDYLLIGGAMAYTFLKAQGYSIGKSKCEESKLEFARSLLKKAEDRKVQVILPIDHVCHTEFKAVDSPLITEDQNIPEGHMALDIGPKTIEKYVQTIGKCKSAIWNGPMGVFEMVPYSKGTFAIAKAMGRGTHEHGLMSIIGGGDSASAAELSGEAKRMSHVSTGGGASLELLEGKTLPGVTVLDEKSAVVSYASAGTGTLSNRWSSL
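Recombinant glycosomal PGK reaction used 1,3-bisphosphoglycerate generated in-well by GAPDH (100nM final) in 100mM TEA pH 7.6, 5mM MgCl2, 0.01% Tween-20. After 60 minutes at room temperature, ATP was read by Kinase-Glo Plus luminescence end-point.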
BAZ2B inh = blocks human BAZ2B; AlphaScreen BAZ2B-H3K14Ac peptide displacement; Potency, µM (highest dose often 114 µM), for the others: at the top dose activity change, negative = inhibition, hits mostly inhibitors; hit rate 4.4% among 360,000; note: potency is the fitted concentration of half-maximal effect; % is set by controls: 0 for no effect and ±100 for the full control effect; nearly all actives have a fitted effect of over 60% in size
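AlphaScreen displacement: compounds (up to 110uM) incubated 30 min at room temperature with a preformed 50 nM BAZ2B/50 nM biotinylated H3K14Ac peptide complex in PBS pH 7.4 with Tween-20. Donor and acceptor beads at 10 ug/mL final added, 20 min light-protected before reading.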
An asterisk follows results filed as active; i = inactive; u = inconclusive; x = not tested or not shown; & = joins results of further samples; [ ] = another dose, or the depositor's remark. Unless noted, calls come from the whole dose curve; as a rule, active = well fitted curve in the direction sought with a large enough effect; inconclusive = small, poorly fitted or top-dose-only effect, or another doubt; inactive = no such curve, though single readings can be large; an effect the other way counts as inactive or inconclusive. Outcome played no part in choosing rows; any-hit rate near 11%.

The line under a structure holds: Pin1 inh	ERG Ets-DNA blk	GLS inhibitor	JMJD2A Tudor	G9a inh	PI4K2A block	HP1b chromo inh	Tb PGK inh	BAZ2B inh
(1) COc1ccc(NC(=S)N2CCN(C(=O)c3ccccc3)CC2)cc1
→ -3%	-2%	4%	2%	-7%	-5	18%	i	u
(2) ON=C1c2ccccc2-c2ccccc21
→ -6%	1%	3%	3%	0%	5	29%	i	5%
(3) O=c1onc(-c2cccnc2)n1-c1ccccc1F
→ -1%	5%	0%	4%	28%	0	50%[activator]	-1%	-2%
(4) CC(=O)c1cc2c(cc1NS(=O)(=O)c1ccc(C)cc1)OCCO2
→ -4%	-1%	1%	-12%	-4%[59 µM]	-4	22%	-1%	-4%
(5) CCOC(=O)c1cc(C)sc1NC(=O)CSc1nccn1C
→ -1%	8%	3%	-35%	-7%	2	-9%	-8%	u
(6) O=C(Nc1ccc(Oc2cccnc2)cc1)c1ccc([N+](=O)[O-])cc1
→ -1%	5%	-1%	-22%	-28%	-1	31%	-3%	-2%
(7) O=C(Nc1cc(Cl)ccc1Cl)c1ccc2c(c1)N(Cc1cccc(Cl)c1)C(=O)c1ccccc1S2=O (stereo unspecified)
→ 23%	1%	2%	-1%	0%[59 µM]	-2	50%[activator]	-5%	2%
(8) O=C(/C=C/c1ccccc1)NCC(=O)N/N=C\c1cccnc1
→ 1%	-1%	-2%	-6%	7%[59 µM]	-2	45%[activator]	x	-14%
(9) CC(Oc1ccc(Cl)cc1)C(=O)NCC1CCCO1 (stereo unspecified)
→ 2%	-4%	-12%	-17%	5%	2	15%	4%	0%
(10) CN(C)/C=N/NC(=O)c1ccccc1
→ -12%	-13%	1%	-16%[11.4 µM]	-10%	-2	30%	1%	-15%
(11) Cc1ccc(C)c(NC(=O)CSc2nc3ccccc3nc2N2CCOCC2)c1
→ 10%&19%	-14%&2%	-3%&-3%	-4%&0%	14%[59 µM]	-5&3	33%&42%	-3%&3%	6%&-1%
(12) COc1ccc(-c2cnnn2-c2ccc(NC(=O)c3ccco3)cc2)cc1OC
→ -1%	8%	-2%	-15%	-40%	11	4%	-7%	-27%
(13) COC(=O)C1=C(C)N(Cc2ccccc2)C(=NCCCOC(C)C)N[C@H]1c1ccccc1
→ -10%	-9%	-8%	u	x	1	37%	-6%	x
(14) CS(=O)(=O)Cc1nc2ccccc2n1CC(=O)Nc1cccc(S(=O)(=O)N2CCCC2)c1
→ 3%	7%	0%	-3%	x	3	42%[activator]	-1%	x
(15) CSc1ccc(S(=O)(=O)N(CC(=O)NN=C2CCN(C)CC2)c2ccc(C)cc2)cc1
→ u	-3%	14%	-14%	-4%	1	35%	3%	-1%
(16) Cc1noc(C)c1COc1ccc(C(=O)OCC(=O)OC(C)(C)C)cc1
→ -15%	-5%	5%	-1%	4%	-16	45%[activator]	0%	x
(17) Cc1cn(C)c(CC(=O)Nc2cccc(Cl)c2C)c1C(=O)O
→ 6%	1%	1%	-22%	-33%[59 µM]	4	30%	-8%	-17%
(18) Cc1cc(C)nc(Nc2ccc(C)c([N+](=O)[O-])c2)n1
→ -4%	28%[15.4 µM]	-6%	-14%	-27%	-1	22%	3%	-12%
(19) O=C(Nc1ccc(Br)cn1)c1ccc2ccccc2c1
→ -5%	-3%	2%	0%	-13%[0.501 µM]	2	22%	-3%	9%
(20) CN(C)c1cc(=O)n2c(n1)SCCC2
→ -3%	8%	-6%	6%	-13%[12.7 µM]	14	21%	i	-3%[57.1 µM]
(21) CCC1CCc2sc(C(=O)NCC(c3ccccc3OC)N3CCCC3)cc2C1 (stereo unspecified)
→ 1%	3%	0%	-35%	u	4	8%	-1%	-8%
(22) NC(=O)CC(NC(=O)Cc1ccc(Br)cc1)c1ccc(NCC2CC2)c([N+](=O)[O-])c1 (stereo unspecified)
→ 38%[activator]	-12%	1%	-21%	11%[59 µM]	-2	40%[activator]	-5%	1%
(23) COc1cc(OC)c(NS(=O)(=O)c2c(C(=O)N3CCC(C)CC3)c(C)n(C)c2C)cc1Cl
→ 3%	6%	9%	-14%	16%[59 µM]	2	25%	i	-5%
(24) CCCCc1ccc(NS(=O)(=O)c2c(C)n(C)c(=O)n(C)c2=O)cc1
→ -1%	-1%	6%	-26%	28%	-4	22%	-7%	-5%
(25) Cc1nn(CC(=O)NCCc2ccc(Cl)cc2)c(C)c1[N+](=O)[O-]
→ -6%	x	3%	6%	13%[2.33 µM]	-1	3%	x	-3%
(26) COC(=O)c1ccc(CSc2nnc(CNC(=O)c3cccs3)o2)o1
→ -5%	7%	2%	9%	17%[12.7 µM]	0	64%[activator]	i	-6%
(27) Cn1c(=S)sc2ccc3ccccc3c21
→ u	-13%	-1%	-4%	x	6	27%	-7%	x
(28) O=C(CNC(=O)c1ccco1)NCC(=O)OCc1ccc(F)cc1
→ 2%	3%	0%	1%	21%	4	35%	i	6%
(29) CCOC(=O)CSc1ncc(OC)c(Sc2ccc(OC)cc2)n1
→ -6%	8%	-6%	31%	108%[activator][59 µM]	3	68%	-2%	13%
(30) O=C(COC(=O)CSc1cc(Cl)ccc1Cl)NCc1ccc2c(c1)OCO2
→ -2%	0%	28%	-30%	17%[59 µM]	-2	-7%	4%	1%

Other structures follow.
| No. | molecule | Pin1 inh | ERG Ets-DNA blk | GLS inhibitor | JMJD2A Tudor | G9a inh | PI4K2A block | HP1b chromo inh | Tb PGK inh | BAZ2B inh |
| --- | --- | --- | --- | --- | --- | --- | --- | --- | --- | --- |
| 31 | Cn1cnc(C(=O)N2CCN(C(=O)OC(C)(C)C)CC2)c1C(=O)N1CCN(C(=O)OC(C)(C)C)CC1 | 1% | -24% | -1% | -31% | 20%[2.33 µM] | 0 | 20% | 2% | -13% |
| 32 | COc1ccc(CCNC(=O)C2CC(=O)N(c3ccccc3)C2)cc1OC (stereo unspecified) | -2% | -1% | 5% | -1% | u | 2 | 30% | -3% | 11% |
| 33 | CCOC(=O)N1CCC(c2cc(=O)n(-c3ccccc3)[nH]2)CC1 | 4% | -8% | 17% | -24% | -33% | -27 | 15% | -2% | -11% |
| 34 | CC[N+](CC)(CC#Cc1ccccc1)CC(=O)c1ccc(Cl)cc1 | u | -3% | 10% | -23% | 7.1µM* | 0 | 11% | -1% | -7% |
| 35 | COc1ccccc1CC(=O)N1CCC(CCC(=O)NC2CC2)CC1 | -1% | -5% | -9% | -13% | 19% | 3 | 28% | i | 3% |
| 36 | CCOC(=O)NN=C1CN(S(=O)(=O)c2ccc(C)cc2)C1 | 4% | 1% | 4% | -12% | 6% | 2 | 14% | -6% | 0% |
| 37 | O=C(NCCc1ccccc1)c1ccc(-c2ccccc2Cl)o1 | u | 1% | 4% | 25% | 45µM* | 3 | 9% | 7% | -14% |
| 38 | CN(C)C(=O)c1ccc(NC(=O)c2cccc(S(=O)(=O)N3CCN(Cc4ccccc4)CC3)c2)cc1 | -1% | 4% | -6% | -4% | x | 2 | 21% | i | x |
| 39 | CC1CC(C)CN(C(=O)CCNC(=O)Cn2cnc3ccccc3c2=O)C1 (stereo unspecified) | 1% | -9% | -19% | -10% | -7% | 3 | 10% | 0% | -3% |
| 40 | NNC(=O)c1cccn(Cc2ccc(Cl)cc2Cl)c1=O | -1% | 10% | 30% | -7% | 14% | 7 | 33% | 5% | -20% |
| 41 | COc1ccc2[nH]c(C(=O)N3CCCN(Cc4ccc(F)cc4)CC3)cc2c1 | 5% | 3% | 15% | u | 50µM* | -20 | -29% | 8% | -32% |
| 42 | O=C(COc1cc(Cl)ccc1Cl)Nc1nnc(CC(=O)N2CCOCC2)s1 | 0% | -10% | 21% | -27% | u | 3 | 46%[activator] | -1% | 7% |
| 43 | Nc1ccc(Nc2nc(-c3cc4ccccc4oc3=O)cs2)cc1 | 30% | -9% | u | -35% | u | -2 | -14% | -2% | -36% |
| 44 | Cc1nc(NCCNC(=O)c2ccco2)c2c(C)c(C)sc2n1 | -7% | -5% | 6% | -7% | 7%[12.7 µM] | -4 | 45%[activator] | -6% | 3% |
| 45 | O=S(=O)(NCCOCC(F)(F)C(F)F)c1ccc2oc3ccccc3c2c1 | 4% | 8% | -2% | 3% | 20%[2.33 µM] | 3 | 62%[activator] | -2% | 6% |
| 46 | COc1ccc(CCNC(=O)c2nnn(CC(=O)Nc3cccc(F)c3)c2N)cc1OC | 14% | 5% | 9% | u | 45µM* | -1 | 3% | -1% | 50µM* |
| 47 | C/C(=N/NC(=O)c1cc(-c2ccc(Br)s2)[nH]n1)c1ccco1 | 13% | -1% | 0% | -13% | u | -4 | 32% | -8% | u |

Some of these compounds in order of the JMJD2A Tudor value, lowest first:
| No. | molecule | Pin1 inh | ERG Ets-DNA blk | GLS inhibitor | JMJD2A Tudor | G9a inh | PI4K2A block | HP1b chromo inh | Tb PGK inh | BAZ2B inh |
| --- | --- | --- | --- | --- | --- | --- | --- | --- | --- | --- |
| 43 | Nc1ccc(Nc2nc(-c3cc4ccccc4oc3=O)cs2)cc1 | 30% | -9% | u | -35% | u | -2 | -14% | -2% | -36% |
| 47 | C/C(=N/NC(=O)c1cc(-c2ccc(Br)s2)[nH]n1)c1ccco1 | 13% | -1% | 0% | -13% | u | -4 | 32% | -8% | u |
| 44 | Cc1nc(NCCNC(=O)c2ccco2)c2c(C)c(C)sc2n1 | -7% | -5% | 6% | -7% | 7%[12.7 µM] | -4 | 45%[activator] | -6% | 3% |

Bioassay records as filed in PubChem.
